# Compound activity as filed in PubChem BioAssay.
# VP16 counter – VP16 counterscreen qHTS for inhibitors of ROR gamma transcriptional activity. actives 3.5% (n = 310,000). Potency, µM (highest dose often 53.6 µM), inactives show at the highest dose activity, negative = inhibition, hits mostly inhibitors. Drosophila S2 Gal4-VP16 UAS-luciferase, luminescence, 20 h;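 note: Gal4-VP16 expression switched on by copper sulfate through the metallothionein promoter; nearly all actives have a fitted effect of over 50% in size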
# RORgamma inh – qHTS for inhibitors of ROR gamma transcriptional activity; Nuclear receptor ROR-gamma (Mus musculus), P51450; Drosophila S2 Gal4-RORgamma UAS-luciferase reporter, 20 h; Potency, µM (titrated, usually from 53.6 µM), without a hit: at the highest dose activity change, negative = inhibition, usual class: inhibitors; actives 5.4% (n = 310,000); AID 2551, 2010; note: nearly all actives have a fitted effect of over 60% in size
# Target sequence (P51450 whole entry, looked up, the tested form may be a part): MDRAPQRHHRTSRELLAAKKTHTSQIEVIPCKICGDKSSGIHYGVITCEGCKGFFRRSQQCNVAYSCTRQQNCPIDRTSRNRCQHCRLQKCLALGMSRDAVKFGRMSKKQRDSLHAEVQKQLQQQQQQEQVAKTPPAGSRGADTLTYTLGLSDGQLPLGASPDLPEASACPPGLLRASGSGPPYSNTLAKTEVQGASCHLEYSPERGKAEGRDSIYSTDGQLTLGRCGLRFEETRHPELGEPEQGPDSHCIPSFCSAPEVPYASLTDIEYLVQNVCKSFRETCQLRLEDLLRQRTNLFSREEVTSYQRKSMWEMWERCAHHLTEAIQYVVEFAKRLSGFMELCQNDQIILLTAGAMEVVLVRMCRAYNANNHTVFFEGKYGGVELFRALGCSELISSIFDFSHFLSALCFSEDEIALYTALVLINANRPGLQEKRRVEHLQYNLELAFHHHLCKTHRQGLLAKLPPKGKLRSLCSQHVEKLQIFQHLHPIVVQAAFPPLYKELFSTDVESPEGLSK
#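 In this cell-based reporter format, copper sulfate (700 uM final) drives Gal4–ROR gamma fusion expression from a metallothionein promoter in Drosophila Schneider cells; compounds preincubated 1 hr, reporter read after 20 hr at ambient temperature.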
# Numbers without * were called inactive; ? = inconclusive; & = joins results of further samples; [ ] = another dose, or the depositor's remark. Calls come from the whole dose curve; as a rule, active = well fitted curve in the direction sought with a large enough effect; inconclusive = small, poorly fitted or top-dose-only effect, or another doubt; inactive = no such curve, though single readings can be large; an effect the other way counts as inactive or inconclusive. % is set by controls: 0 for no effect and ±100 for the full control effect; potency is the fitted concentration of half-maximal effect. This is a subset; count on the stated rates, not on these rows.
# Second line of a record – VP16 counter	RORgamma inh
COc1cccc([C@@H]2Oc3ccc(Br)cc3C(=O)[C@H]2OC(=O)NS(=O)(=O)c2ccc(C)cc2)c1
  7%	-6%
CNc1nc(-c2cccc(NS(C)(=O)=O)c2)nc2ccccc12
  -8%	12%
C[C@]12CCC(=O)C=C1CC[C@H]1[C@@H]3CC[C@](O)(C(=O)CO)[C@@]3(C)C[C@H](O)[C@@]12F
  -10%	-1%
Cc1ccc(S(=O)(=O)N[C@H]2COC(=O)[C@@H](Cc3ccccc3)NC(=O)[C@@H](C)COC(=O)C/C=C\[C@@H]2C)cc1
  4%&3%[10 µM]	0%&12%[10 µM]
Cc1ccccc1OC1C=CC(c2ccccc2)OC1CO (stereo unspecified)
  2%[10 µM]	2%[10 µM]
COC(=O)CC1C2(C)CC34OC5(C)O[C@@]6(C7/C(=C(/OC)C(C)C)C(=O)OC(c8ccoc8)[C@@]7(C)C(OC(=O)C(C)C)C(OC)[C@]6(O5)[C@@]13C)C(OC)[C@]4(OC)C2OC(C)=O (stereo partly specified)
  3%	16%
CC(CCC(=O)O)C1CCC2C3CC[C@@H]4CCCC[C@@]4(C)C3CC[C@@]12C (stereo partly specified)
  -12%	-3%
C[N+]1(CC2COC(c3ccccc3)(C3CCCCC3)O2)CCCCC1 (stereo unspecified)
  -7%	1%
CC(C)C[C@H](NC(=O)[C@@H]1CCCN1C(=O)[C@H](CO)NC(=O)[C@H](Cc1ccccc1)NC(=O)CNC(=O)[C@@H]1CCCN1C(=O)[C@@H]1CCCN1C(=O)[C@@H](N)CCCN=C(N)N)C(=O)O
  -6%	16%
Cc1ccc(-c2cc(C3C4C=CCCC4(C)C(=O)N3Cc3ccccc3)ccc2F)cc1 (stereo unspecified)
  -3%	15%
CCCCCCC#CC1C=CC(OC(C)=O)C(COC(C)=O)O1 (stereo unspecified)
  -18%[10 µM]	7%[10 µM]
COc1cc(OC)c2ccc(=O)oc2c1C(CC(=O)N1CCCCC1)c1ccc2c(c1)OCO2 (stereo unspecified)
  -9%	18%
CS(=O)(=O)N1CCC[C@@]2(CCN(c3ccccc3)C2)C1
  25%	-2%
CC(C)(N=NC(C)(C)C(=N)N)C(=N)N
  -14%	-11%
COc1ccc(-n2c(=O)c(CCc3ccccc3)nc3cnc(OC)nc32)cc1
  -18%	18%
CNC(=O)[C@H]1O[C@H](n2cnc3c(NCc4cccc(I)c4)ncnc32)[C@@H](O)[C@@H]1O
  13%	29%
CCCc1cc2c(n1Cc1cc(F)cc(F)c1)C(C)C1CN(C(=O)c3ccccc3)C(C)(C(=O)OC)C21 (stereo unspecified)
  -8%	24%
CS(=O)(=O)Nc1cccc(-c2cncnc2Nc2ccc(F)cc2)c1
  -8%	-21%
COc1cccc(Cn2c(=O)cnc3cnc(OCc4ccccc4)nc32)c1
  1%	1%
COC(=O)C/C=C\[C@@H](C)[C@@H](/C=N\OC[C@@H]1O[C@H](c2ccccc2)C=C[C@@H]1Oc1ccc(OC)cc1)NS(=O)(=O)c1ccc(C)cc1
  -3%[10 µM]	-2%[10 µM]
CCCCC/C=C\CC1OC1CCCCCCCC(=O)O (stereo unspecified)
  -10%	4%
CC(=O)OCC1OC(C#Cc2ccc(F)cc2F)C=CC1OC(C)=O (stereo unspecified)
  ?	?
COc1ccc2oc(-c3ccccc3)c(OC)c(=O)c2c1
  6%	?
CC(C)CC1OC(=O)C2=CCCCC21 (stereo unspecified)
  3%	5%
NCCC[C@@H](CC(=O)N[C@@H]1CCCC[C@H]1C(=O)N[C@H](CC(=O)N[C@@H](CCC(=O)O)CC(=O)O)Cc1ccccc1)NC(=O)C[C@H](Cc1c[nH]c2ccccc12)NC(=O)[C@@H]1CNCC[C@H]1N
  -4%	-6%
O=C(/C=C/c1ccc(O)c(O)c1)O[C@@H](C(=O)O)[C@@H](OC(=O)/C=C/c1ccc(O)c(O)c1)C(=O)O
  -3%	-21%
COC(=O)c1ccc2c(c1)c(I)c(-c1ccc(OC)cc1)n2C
  18%	?
CSCC[C@@H]1NC(=O)C/C=C\[C@@H](C)COC(=O)[C@H](C)COC1=O
  -1%[10 µM]	-21%[10 µM]
COC(=O)C/C=C\[C@@H](C)[C@@H](/C=N\O[C@@H](C)c1cn([C@H](CO)Cc2ccccc2)nn1)OC
  3%&-4%[10 µM]	-8%&2%[10 µM]
O=C(c1cccc(F)c1)N1CCC2(CCCN(Cc3ccncc3)C2)CC1
  4%	7%
CC(C)=C1C(=O)C(c2ccccc2)=C2CN3C(=O)N(CCc4ccccc4)C(=O)[C@]3(Cc3ccccc3)[C@H]21
  11%	-27%
CC(=O)OCCN1C(=O)c2c(C)nc3ccc(S(=O)(=O)N4CCOCC4)cc3c2C1=O
  5%	-5%
CCCn1c(C)nc2c(N3CCN(C)CC3)nc(C)nc21
  -2%	-11%
CC1CC=CC2C1C(=O)N(Cc1ccccc1)C2c1ccc2ccccc2c1C=Cc1ccccc1 (stereo unspecified)
  11%	30%
O=C(NCCc1ccccc1)c1cccc(Br)n1
  12%	21%
CCC1=C2CC[C@H]3C(=O)N(c4ccccc4)C(=O)[C@H]3[C@H]2[C@@]2(Cc3ccccc3)C(=NCCc3c[nH]c4ccccc34)OC(=O)N2C1=O
  -8%	10%
CCN1C(C)=C(C(=O)OC)C(c2ccccc2)N2C(=O)[C@](O)(C(=O)OC)CC(C(C)=O)=C12 (stereo partly specified)
  -2%[10 µM]	7%[10 µM]
COc1ccccc1CNc1nc(-c2cccnc2)nc2ccccc12
  2%	26%
C[N+](C)(C)CCCCCNCC12CC3CC(CC(C3)C1)C2
  -7%	21%
CC(C)[C@H]1COC(c2cc(Cl)cc(Cl)c2)=N1
  8%[96.6 µM]	6%[96.6 µM]
CN(C)C(=O)c1ccc(-c2cc(N(C)Cc3ccco3)ncn2)cc1
  ?	14%
CN(C)CCC1(c2ccc(Cl)cc2)Cc2ccccc2C(=O)O1 (stereo unspecified)
  3%&0%	1%&-10%
COc1cccc(Nc2ncc3nc(-c4ccc(F)cc4)c(=O)n(CCC#N)c3n2)c1
  -10%	0%
c1nc(NC2CCNCC2)c2cc(-c3ccc4c(c3)OCO4)ccc2n1
  -16%	-4%
O=c1c(-c2ccccc2)nc2cnc(N3CCOCC3)nc2n1CCc1ccccc1
  -3%	-22%
CC(=O)OC1CC2C(C)(C)C(O)CC(O)[C@@]2(C)C2CC[C@@]3(C)C(=CC(=O)OC3c3ccoc3)[C@]12C (stereo partly specified)
  11%	5%
COC[C@@H](O)[C@@H](OC)[C@H](OC)[C@H](Cc1c(OC)cc(OC)cc1OC)OC
  -2%	-9%
COc1ccc(C(=O)N2CCC3(CCCN(c4ccccn4)C3)CC2)cc1
  7%	2%
CC1=C(/C=C/C(C)=C/C=C/C(C)=C\C=O)C(C)(C)CCC1
  ?	?
COc1ccc2[nH]cc(CCNc3cc(-c4ccccc4OC)ncn3)c2c1
  -8%	10%
O=C(c1ccncc1)N1CCC2(CC1)CCN(c1ccncc1)CC2
  -4%	-35%
O=C(O)CNC(=O)c1ccc(CO)o1
  6%	7%
COCCNc1nc(-c2ccc(C(=O)N(C)C)cc2)nc2ccccc12
  2%	28%
O=C1C[C@H](c2ccccc2)[C@@H](c2ccc(Br)cc2)O1
  -3%[10 µM]	1%[10 µM]
CN(Cc1ccco1)c1nc(-c2ccc3c(c2)OCO3)nc2ccccc12
  7%	-1%
COc1cccc(Cn2c(=O)c(-c3ccc(Cl)cc3)nc3cnc(N(C)C)nc32)c1
  4%	6%
C[C@@H](C(=O)NCc1nc2ccccc2[nH]1)[C@@H]1C[C@@]1(C)[C@@H](NC(=O)OCc1ccccc1)c1ccccc1
  -10%	39%
C=CC(=O)c1ccc2ccccc2c1
  0.71µM*	0.63µM*
Cc1cc2nc3c(=O)[nH]c(=O)nc-3n(CC(O)C(O)C(O)COP(=O)(O)O)c2cc1C (stereo unspecified)
  5%	1%
COc1ncc2ncc(=O)n(C3CC3)c2n1
  8%	-12%

# Carrying on:
# Second line of a record – VP16 counter	RORgamma inh
C=C(C(=O)OCC)C(=O)c1ccccc1
  -1%	4%
COC(=O)c1ccc(C(NC(=O)OCc2ccccc2)/C(C)=C/[C@@H](C)C(=O)N2CCN(C)CC2)cc1 (stereo partly specified)
  8%	5%
COc1ccc(NC(=O)N2CC3(CCN(S(=O)(=O)c4ccccc4)CC3)C2)cc1
  26%	29%
COc1ccc(SCC(CC(C)C)N2CCN(CCc3ccccc3)CCC2=O)cc1 (stereo unspecified)
  ?	13%
NC(=O)c1ccc([N+](=O)[O-])cc1
  -16%	3%
O=C(NC1CCCC1)O[C@@H]1C(=O)c2cc(Br)ccc2O[C@H]1c1ccc2c(c1)OCO2
  2%	10%
COc1cccc(-c2nccc(NCc3ccc(OC)cc3OC)n2)c1
  -11%	102%
COc1ccc(-c2nnc3n2N=C(c2c(OC)cccc2OC)CS3)cc1OC
  -13%	-36%
CC(=O)OC[C@@H]1O[C@@H](O/N=C2/C[C@@H](O)[C@@H](O)[C@@H]3[C@@H]4C(=O)N(C5CCCCC5)C(=O)[C@H]4CC[C@H]23)[C@H](OC(C)=O)[C@H](OC(C)=O)[C@@H]1OC(C)=O
  1%[10 µM]	-15%[10 µM]
CCNc1ncc2nc(-c3cn(C)c4ccccc34)c(=O)n(-c3ccc(OC)cc3)c2n1
  ?	-15%
CC(C)[C@H](/C=C/C[Si](C)(C)C)[C@H](C)C(O)/C=C/CCCOC(=O)C(C)(C)C (stereo partly specified)
  1%	-14%
O=C1CCCC=C1[C@H](O)c1ccc([N+](=O)[O-])cc1
  -4%[10 µM]	18%[10 µM]
C#CCOC(=O)NC(/C=C/CCCC)c1ccccc1 (stereo unspecified)
  16%	4%
CN1CCN(c2cc(-c3ccc(N(C)C)cc3)ncn2)CC1
  2%	-21%
N#Cc1cccc(CS(=O)(=O)c2ccccc2)c1
  -14%	10%
CC(C)N=C=NC(C)C
  -5%	5%
Oc1ccc(OCc2ccccc2)cc1
  29%[17 µM]	2%[2.98 µM]
OC[C@@H]1O[C@](CO)(O[C@H]2O[C@H](CO)[C@@H](O)[C@H](O)[C@H]2O)[C@H](O)[C@H]1O
  -1%	6%
COC(=O)[C@@]1(Cc2ccc(F)cc2)[C@H]2c3cc(C(=O)N(C)C)n(Cc4ccc(C(F)(F)F)nc4)c3C[C@H]2CN1C(=O)c1ccccc1
  4%	?
Cc1cc2nc3c(=O)[nH]c(=O)nc-3n(C[C@H](O)[C@H](O)[C@H](O)CO)c2cc1C
  -3%	-1%
CCCn1c(-c2ccc(F)cc2)nc2c(N3CCN(CCn4ccnc4)CC3)nc(C)nc21
  6%	-18%
Cc1nc(NCCO)c2nc(-c3ccccc3)n(CC3CCN(C)CC3)c2n1
  5%	-22%
C/C=C1/NN(CCCN2CCN(c3cccc(Cl)c3)CC2)C(=O)N1CCOc1ccccc1
  -4%	21%
CCCCC(CC)CNCC(CC)CCCC (stereo unspecified)
  -20%	-4%
ClC(Cl)Cl
  -5%	-1%
NCCC[C@@H](CC(=O)N[C@@H]1CCCC[C@H]1C(=O)N[C@H](CC(=O)N[C@@H](CCC(=O)O)CC(=O)O)Cc1c[nH]c2ccccc12)NC(=O)C[C@H](CO)NC(=O)[C@@H]1CCCC[C@H]1N
  -1%	2%
CC1=C2[C@H](/C=C(\C)C(=O)O)CC[C@@H](C)[C@H]2CC1
  6%	-8%
O=C(O)c1ccc2c3c1cccc3c(=O)n1c3ccccc3nc21
  ?	?
CCNc1ncc2nc(-c3cn(C)c4ccccc34)c(=O)n(Cc3cccs3)c2n1
  -9%	-2%

# Whole records as entered above:
# CCNc1ncc2nc(-c3cn(C)c4ccccc34)c(=O)n(-c3ccc(OC)cc3)c2n1 is entered as VP16 counter = ?; RORgamma inh = -15%
# C=C(C(=O)OCC)C(=O)c1ccccc1 is entered as VP16 counter = -1%; RORgamma inh = 4%
# C/C=C1/NN(CCCN2CCN(c3cccc(Cl)c3)CC2)C(=O)N1CCOc1ccccc1 is entered as VP16 counter = -4%; RORgamma inh = 21%

# 3 compounds already listed, arranged by their value in RORgamma inh, descending:
Compound	RORgamma inh
COC(=O)CC1C2(C)CC34OC5(C)O[C@@]6(C7/C(=C(/OC)C(C)C)C(=O)OC(c8ccoc8)[C@@]7(C)C(OC(=O)C(C)C)C(OC)[C@]6(O5)[C@@]13C)C(OC)[C@]4(OC)C2OC(C)=O (stereo partly specified)	16%
CC(CCC(=O)O)C1CCC2C3CC[C@@H]4CCCC[C@@]4(C)C3CC[C@@]12C (stereo partly specified)	-3%
Cc1nc(NCCO)c2nc(-c3ccccc3)n(CC3CCN(C)CC3)c2n1	-22%

# A second format for 2 compounds above:
canonical_smiles | VP16 counter | RORgamma inh
COc1ccc(NC(=O)N2CC3(CCN(S(=O)(=O)c4ccccc4)CC3)C2)cc1 | 26% | 29%
COC(=O)[C@@]1(Cc2ccc(F)cc2)[C@H]2c3cc(C(=O)N(C)C)n(Cc4ccc(C(F)(F)F)nc4)c3C[C@H]2CN1C(=O)c1ccccc1 | 4% | ?
